High-throughput results from PubChem.
hcGAS inh: inhibitors of human cGAS; Q8N884; recombinant h-cGAS, ATP depletion, Kinase-Glo luminescence; inhibition, % at 12.5 µM; actives 0.081% (n = 290,000);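 also: 0% = vehicle reaction and 100% = reaction without DNA for no activity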
Target sequence (Q8N884 whole entry, looked up): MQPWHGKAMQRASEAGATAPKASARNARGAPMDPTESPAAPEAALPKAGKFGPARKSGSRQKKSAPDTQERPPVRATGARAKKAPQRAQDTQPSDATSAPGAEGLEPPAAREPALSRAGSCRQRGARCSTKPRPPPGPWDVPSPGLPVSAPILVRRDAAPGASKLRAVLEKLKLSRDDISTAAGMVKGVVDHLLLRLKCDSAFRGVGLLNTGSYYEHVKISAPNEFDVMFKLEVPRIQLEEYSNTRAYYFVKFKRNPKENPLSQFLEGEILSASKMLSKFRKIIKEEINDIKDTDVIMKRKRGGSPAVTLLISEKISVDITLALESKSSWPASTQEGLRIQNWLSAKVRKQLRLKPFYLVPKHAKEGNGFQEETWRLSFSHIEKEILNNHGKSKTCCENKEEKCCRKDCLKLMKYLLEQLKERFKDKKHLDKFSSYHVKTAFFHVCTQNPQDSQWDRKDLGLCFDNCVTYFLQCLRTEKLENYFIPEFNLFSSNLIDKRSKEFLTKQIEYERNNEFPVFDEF
mcGAS lum: mouse cGAS inhibition by luminescence; actives 0.15% (n = 160,000); Q8C6L5; recombinant cGAS, Kinase-Glo ATP depletion luminescence; inhibition, % at 12.5 µM;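 also: 0% = negative control wells and 100% = reference inhibitor with no enzyme activity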
NPYLR7 ag: mosquito NPYLR7 agonism; HEK293T NPYLR7/Galpha15, GCaMP6s calcium fluorescence; activation, % at 10 µM; actives 0.15% (n = 270,000); AID 1259423; in the data active = activation above about 40%;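 also: 0% = vehicle and 100% = reference agonist at the receptor; some compounds past the cut are filed as inactive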
Active calls of the source: *; · = no result given; & = joins results of further samples. Rule as the data show it, unless noted: active = inhibition above about 40%; inactive = the rest.

mol	hcGAS inh	mcGAS lum	NPYLR7 ag
CCc1ccc(OCCCn2c(C(O)CC)nc3ccccc32)cc1 (stereo not given)	-8.7	-6.2	1.6
Cc1oc(C(C)C)cc1C(=O)N1CCN(S(=O)(=O)N2CCOCC2)CC1	-15.0	-5.7	·
COc1cc(-c2nc(C(N)=O)c3[nH]c(=O)n(-c4cccc(C)c4)c3n2)cc(Br)c1O	-5.6	·	3.9
CCOC(=O)c1nccn1Cc1nc(-c2cc(OC)ccc2F)oc1C	-4.4	-16.5	-4.3
Cc1cccc(Cn2cnc3c(nnn3-c3cc(C)cc(C)c3)c2=O)c1	-8.0	-8.2	-3.2
CCOCCCNC(=O)c1cc(N)ccc1N1CCCCC1	-7.1	·	-3.9
COc1ccc2c(c1)C1CC(C)(NC(=O)C1S(=O)(=O)c1ccc(C(C)(C)C)cc1)O2 (stereo not given)	-10.5	-7.8	10.4
Cc1nc(NC(=O)CC(C)(C)C)sc1-c1nccn1C	-3.1	-5.3	5.5
CC1c2cccn2CCN1Cc1ccc(C#CC(C)(C)O)s1 (stereo not given)	-7.7	·	24.0
CC[C@H]1COCCN1C(=O)CCCN1CCCC1=O	3.5	0.6	·
Cc1nc(SCC(=O)O)c(C#N)c(C)c1C	-6.4&-7.4	-4.1	6.7&-3.1
C=CCNC(=O)c1ccccc1N1CCC(NC(=O)c2ccc(Cl)cc2)CC1	1.8	-3.3	1.6
CCCCOc1ccc(-c2nc(C=Nc3ccc(OC)cc3)c(O)o2)cc1	-0.3	·	-2.6
Cc1ccnn1CCC(=O)NC1CC(=O)N(Cc2ccc(F)cc2)C1 (stereo not given)	-7.7	·	6.2
N#CC1C(=N)Oc2n[nH]c(-c3ccc(Br)cc3)c2C1c1cccnc1 (stereo not given)	-4.3	·	-2.9
CC1CN(C(=O)NCCNc2ncc(Cl)cc2Cl)CC(C)(C)O1 (stereo not given)	-12.3	·	11.3
CCCCn1c(-c2cccc(OCc3ccccc3)c2)nc2ccccc2c1=O	-0.6	1.7	7.8
CN1CCC(Cc2noc(-c3cn(CCN)nn3)n2)CC1	-8.2	-10.8	29.5
COc1cccc(C(=O)Nc2ccc3c(c2)OCCCO3)c1	-78.9	·	3.6
Cc1ccc(C(=O)Nc2ccc(N3CCN(C(=O)c4cc(C)oc4C)CC3)nc2)cc1	-5.2	-6.6	2.4
Cc1ccc(-c2nnc(NC(=O)C3CCCN(S(C)(=O)=O)C3)o2)cc1C (stereo not given)	-0.8	·	-2.7
Clc1cccc(NC2CCOCC2)c1N1CCCC1	-4.6	·	8.0
Fc1cc(Br)ccc1CSc1nnc2ccccn12	-3.8	·	13.7
COc1ccc(CCC(=O)OCC(=O)c2ccc(C)cc2)cc1	-2.3	-8.7	6.7
CCc1nc2ccccc2n1Cc1ccc(F)cc1	-2.8	-4.4	-1.4
CC1CCC(CC(=O)N2CCCC2c2nnc3c(C(F)(F)F)cccn23)CC1 (stereo not given)	-7.0	·	-8.3
COc1cc(C(=O)Nc2nc(C)cs2)c([N+](=O)[O-])c(OC)c1OC	-5.7	·	0.3
Cc1ccccc1-c1cnc(C(O)c2ccc(C(C)(C)C)cc2)[nH]1 (stereo not given)	-10.1	·	-0.3
CC(=O)c1cc(CN2CCCCC2c2nc3ccc(F)cc3[nH]2)cs1 (stereo not given)	-4.1	-12.0	0.2
Cc1ccc(-n2c(SCc3ccc(F)cc3)nnc2C(Cc2ccccc2)NC(=O)CSc2ccccc2)cc1 (stereo not given)	0.7	-3.3	0.2
O=C(CSc1nc(=O)n2ccccc2n1)N1CCCCCC1	-10.0	-6.8	2.6
CC(C)c1ccc(CN2CCN(CC(=O)Nc3c(F)c(F)c(F)c(F)c3F)CC2)cc1	-5.3	·	33.1

Reprinted from the part before: 2 entries, then new ones.
mol	hcGAS inh	mcGAS lum	NPYLR7 ag
O=C(CSc1nc(=O)n2ccccc2n1)N1CCCCCC1	-10.0	-6.8	2.6
CC(C)c1ccc(CN2CCN(CC(=O)Nc3c(F)c(F)c(F)c(F)c3F)CC2)cc1	-5.3	·	33.1
CCN(CC)C(=O)Oc1ccc2c(ccn2Cc2ccc(C#N)cc2)c1-c1ccc(F)cc1	-2.5	-4.5	4.8
CCCCc1ccc(C(=O)N(CC)C(C)c2nc3ccccc3c(=O)n2Cc2ccccc2)cc1 (stereo not given)	-7.9	-5.7	-0.9
CCOC(=O)C1=C(C)N=c2s/c(=C\c3cccnc3)c(=O)n2C1c1ccc(OC)c(OC)c1 (stereo not given)	-2.4	-5.5	11.8
CSCCCN1CCN(Cc2nc[nH]c2C)[C@@H]2CS(=O)(=O)C[C@@H]21	-11.2	-5.6	·
CCC1CCCCN1Cc1nc2c(c(=O)n(C)c(=O)n2C)n1Cc1ccc(F)cc1 (stereo not given)	0.8	-9.2	1.6
CCC(NC(=O)N1CC(C)c2ccccc21)c1c(C)nn(C)c1C (stereo not given)	-6.7	·	7.8
COc1cn(CC(=O)Nc2ccc(C)cc2)c(CN2CCC(C)CC2)cc1=O	-3.9	-1.7	2.6
COc1ccc(CCc2nnc(CCC(=O)NCCc3ccco3)o2)cc1	-4.3	·	-0.8
CC(=O)N1CCN(C(=O)CN2C(=O)NC3(CCCCCC3)C2=O)CC1	-0.8	·	0.7
N#Cc1ccc(COC(=O)C2CC(=O)N(CCc3ccccc3)C2)cc1 (stereo not given)	-4.1	·	-0.5
Cc1nn(C)c(Oc2ccc(Cl)cc2)c1CN1CC[C@H](CO)[C@@H](O)C1	-2.3	-13.6	11.5
O=C(NC1CCN(c2ccccc2C(=O)N2CCN(C(=O)C3CCCO3)CC2)CC1)c1cccs1 (stereo not given)	3.0	·	3.7
c1nc2c(c(NCc3ccc4nsnc4c3)n1)CCNC2	-7.6	·	23.2
Cc1ccc(S(=O)(=O)NC(=O)C2(C)CCN2C(=O)Cc2ccc(Cl)cc2Cl)nc1 (stereo not given)	-4.1	·	2.8
COc1ccc(Nc2nc(NCc3ccc4c(c3)OCO4)nc3nccnc23)cc1	-4.3	·	1.8
O=C(c1ccc(Cl)cc1)N(Cc1nccn1Cc1cccc(C(F)(F)F)c1)CC1CCCO1 (stereo not given)	-2.3	-6.5	16.4

Three entries picked at random from those above, as already listed:
mol	hcGAS inh	mcGAS lum	NPYLR7 ag
COc1ccc(Nc2nc(NCc3ccc4c(c3)OCO4)nc3nccnc23)cc1	-4.3	·	1.8
Cc1nn(C)c(Oc2ccc(Cl)cc2)c1CN1CC[C@H](CO)[C@@H](O)C1	-2.3	-13.6	11.5
O=C(NC1CCN(c2ccccc2C(=O)N2CCN(C(=O)C3CCCO3)CC2)CC1)c1cccs1 (stereo not given)	3.0	·	3.7

Further entries
mol	hcGAS inh	mcGAS lum	NPYLR7 ag
Cc1cc(C(=O)CSc2nnc(C3CC3)n2C2CC2)c(C)s1	-4.7	-4.1	-0.2
O=C(CC1c2ccccc2CCc2ccccc21)NCCCO	-6.4	·	3.8
C=CCN(Cc1ccc(F)cc1)C(=O)c1ccc(C2CCCN2)s1 (stereo not given)	-1.5	-14.8	8.2
CCN1CCN(c2c(CN(CCC(C)C)C(=O)Cc3ccc(OC)cc3)c(C)nn2-c2ccccc2)CC1	-5.5	-3.3	2.6
O=C(CCl)N(Cc1ccco1)C12CC3CC(CC(C3)C1)C2	-8.5	·	6.3
COc1ccccc1C(=O)N1CCN(C(C(=O)Nc2ccc3c(c2)OCO3)C2CCCC2)CC1 (stereo not given)	-7.6	-5.1	10.1
Cc1cc(C)c2c(N)c(-c3cc(=O)oc4cc5c(cc34)CCC5)sc2n1	-14.8	·	-2.9
C=C(C)Cn1c(SCC(=O)Nc2ccc(O)cc2)nc2sc3c(c2c1=O)CCC3	-3.6	·	-7.6
CC(C)Cc1ncc2c(n1)CN(C(=O)c1cccc(-c3ccco3)c1)C2	1.0	-2.3	·
O=C(/C=C/c1cccs1)N1CCCC(Nc2ccc3c(c2)OCCO3)C1 (stereo not given)	3.9	·	-5.0
O=C(CCc1nc2ccccc2[nH]1)N1CCCN2CCC[C@H]2C1	0.0	·	0.6
Cc1c(C(=O)N(C)Cc2ccc(F)cc2)sc(=O)n1Cc1cccc(F)c1	-6.4	·	-0.3
Cc1cc(=O)n2c(n1)SCC2CC(=O)NCCC(c1ccccc1)c1ccccc1 (stereo not given)	-2.5	·	-1.4
O=C1CSc2ccc(NC(=O)C3=Cc4ccccc4OC3)cc2N1	-5.2	-7.9	1.2
CN(C)C(=O)N1CCC(C(=O)N2CCOC(Cc3cccc4ccccc34)C2)CC1 (stereo not given)	-7.4	·	4.0
Cc1onc(-c2ccccc2)c1C(=O)NC1C(=O)N2C1SC(C)(C)C2C(=O)O (stereo not given)	-2.7	·	-8.3

Entries of single compounds from above.
Entry for Cc1cc(=O)n2c(n1)SCC2CC(=O)NCCC(c1ccccc1)c1ccccc1 (stereo not given) → hcGAS inh: -2.5; mcGAS lum: ·; NPYLR7 ag: -1.4
Entry for O=C1CSc2ccc(NC(=O)C3=Cc4ccccc4OC3)cc2N1 → hcGAS inh: -5.2; mcGAS lum: -7.9; NPYLR7 ag: 1.2
Entry for Cc1c(C(=O)N(C)Cc2ccc(F)cc2)sc(=O)n1Cc1cccc(F)c1 → hcGAS inh: -6.4; mcGAS lum: ·; NPYLR7 ag: -0.3

Other entries.
mol	hcGAS inh	mcGAS lum	NPYLR7 ag
O=C(CN1CCCCCC1)Nc1cccc(S(=O)(=O)N2CCCC2)c1	-4.3	-7.6	0.2
COCC(C)NC(=O)c1ccc(CSC)cc1 (stereo not given)	0.9	·	0.9
COc1ccc(S(=O)(=O)Nc2ccc(Br)cc2Br)cc1OC	-2.3	·	-0.3
COC(=O)c1ccc(/C=C(/Cl)c2nc3ccccc3c(=O)o2)cc1	-6.1	·	-4.2
Cc1ccc(OCCN(C)C(=O)C2(S(=O)(=O)c3ccccc3)CC2)c(C)c1	-2.7	-9.2	-1.5
O=C(NC1CCCCC1)c1cccc(CSc2nc(Cl)cc(N3CCCC3)n2)c1	-1.5	-4.6	21.1
Brc1ccc(C=NN=C2CC(c3ccccc3)N=N2)o1 (stereo not given)	-5.0	·	1.9
Cc1nc2ccccn2c(=O)c1NC(=O)C(C)(C)C	-13.3	·	3.6
CCc1nc2c(OCc3cccc(Cl)c3)cccn2c1N(C)C(=O)C(C)C	-1.6	-3.8	-5.5
Cn1c(=O)c2[nH]c(-c3cccc4ccccc34)c(O)c2n(C)c1=O	-1.0	·	-1.4
CCc1ccc(NC(=O)CSc2nccn3nc(-c4ccc(C)cc4)cc23)cc1	-5.5	-6.9	-0.9
O=C(Cc1csc(Nc2ccc(OC(F)(F)F)cc2)n1)NCC1CCCO1 (stereo not given)	-4.0	·	11.2
CC(C)(C)C(=O)N1CCCN(C(=O)C(C)(C)C)CC1	-15.5	-7.4	·
O=C(c1cn(CCCc2ccccc2)nn1)N1CCN(c2ncccn2)CC1	-2.0	·	2.8
COC(=O)c1ccc(COC(CN2CCN(S(=O)(=O)c3ccc(C(F)(F)F)cc3)CC2)c2ccc(Cl)cc2)cc1 (stereo not given)	-3.5	-7.1	·
Cc1[nH]c2ccc(C(=O)Nc3nc(CS(C)(=O)=O)no3)cc2c1C	1.4	-3.2	4.3
O=C(N/N=C\c1ccccc1C(F)(F)F)c1cc(-c2ccccc2)nc2ccccc12	-2.8	-5.3	11.6
CCc1ccc2c(CSc3nncn3C(C)C)cc(=O)oc2c1	-6.2	·	-2.2
COc1cccc(CCNC(=O)CCN2CCCCO2)c1	-6.3	-13.7	·
COc1ccc(C(C2Sc3ncnn3C2=O)N2CCC3(CC2)OCCO3)cc1 (stereo not given)	-1.2	-3.3	6.0
O=C(Cc1ccc2c(c1)OCO2)N1CCc2[nH]nc(-c3ccccc3F)c2C1	-5.0	·	14.7

Part of the list above in order of molecular weight, low to high:
mol	hcGAS inh	mcGAS lum	NPYLR7 ag
CC[C@H]1COCCN1C(=O)CCCN1CCCC1=O	3.5	0.6	·
O=C(Cc1csc(Nc2ccc(OC(F)(F)F)cc2)n1)NCC1CCCO1 (stereo not given)	-4.0	·	11.2
C=C(C)Cn1c(SCC(=O)Nc2ccc(O)cc2)nc2sc3c(c2c1=O)CCC3	-3.6	·	-7.6
